WRN inhibitor: blocks human WRN helicase | Q14191 | WRN helicase unwinding, fluorescent forked duplex, kinetic | 360,000 compounds, 0.46% hits | Potency, µM (top dose mostly 114 µM), for inactives: at the top dose activity change, negative = inhibition, actives largely listed as inhibitors; also: potency is read from the fitted curve at half-maximal effect; % is scaled to controls: 0 for no effect and ±100 for the full control effect; nearly all actives have a fitted effect of over 55% in size
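Primary qHTS, 1536-well format. 20 nM WRN + compound, 15 min RT; start with 100 nM forked fluorophore/quencher duplex, 2 mM ATP (final); kinetic read ex 525/em 598 nm.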
EPAC1 agonist: activates human EPAC1 exchange factor. O95398. EPAC1 agonist qHTS, biochemical assay; response scale: 100% = response to 6.5 mM cAMP. Potency, µM (titrated, usually from 154 µM), inactives show at the highest dose activation, hits mostly activators. 360,000 compounds, 0.073% hits. AID 720707; also: potency is read from the fitted curve at half-maximal effect; nearly all actives have a fitted effect of over 60% in size
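Compounds were pinned as a concentration titration into mixtures of EPAC1 (100 nM), BODIPY-GDP-loaded Rap1B (250 nM) and GDP (50 uM). After 5 min at room temperature, fluorescence was followed for 30 min; activity was scaled to 6.5 mM cAMP.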
IL2 activator: activates IL-2 in a cell-based reporter assay; activation, % (series mostly up to about 46 µM); IL-2 activation reporter assay, cell-based qHTS; stimulated with anti-CD3/CD4/CD28 beads; in transgenic mouse T cells; 360,000 compounds, 0.065% hits; in the data active = activation above about 50%; inconclusive = mostly about 30% to 49%; also: 0% is about no effect
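Using fluorescent plate cytometry, EGFP and DsRed are detected in transgenic mouse T cells stimulated 18 h at 37 degrees C with antibody-coated beads after 60 min compound pretreatment.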
PI5P4Ka inh: inhibitors of human PI5P4K alpha; P48426; PI5P4Kalpha enzyme, ADP-Glo luminescence, 60 min; active compounds read low; max response, %; 330,000 compounds, 1.2% hits; active = max response of -50% or lower; inconclusive = between -30% and -50%; inactive = -30% or higher; also: value at the top dose of about 77 µM; % is scaled to controls: 0 for no effect and ±100 for the full control effect
Target sequence (P48426 whole entry, looked up): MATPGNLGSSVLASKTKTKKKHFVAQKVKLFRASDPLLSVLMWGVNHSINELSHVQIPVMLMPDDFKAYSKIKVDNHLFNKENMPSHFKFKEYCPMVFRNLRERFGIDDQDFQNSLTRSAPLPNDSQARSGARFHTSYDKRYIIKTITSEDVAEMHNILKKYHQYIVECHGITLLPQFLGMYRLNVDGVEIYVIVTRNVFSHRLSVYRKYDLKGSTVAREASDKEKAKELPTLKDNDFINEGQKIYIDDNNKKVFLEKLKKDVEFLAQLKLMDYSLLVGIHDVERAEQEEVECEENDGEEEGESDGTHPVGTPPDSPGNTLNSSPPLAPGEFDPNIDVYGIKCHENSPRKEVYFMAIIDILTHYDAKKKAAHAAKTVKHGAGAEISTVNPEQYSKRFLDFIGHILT
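PI5P4Kalpha ADP-Glo assay; 5 microM ATP final; 60 min RT reaction; HEPES pH 7.4/EGTA/CHAPS, 5% DMSO; controls lacking substrate or enzyme; luminescent end-point.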
Abeta yeast res: restores growth of yeast expressing A-beta42 peptide; yeast expressing A-beta42, growth rescue, OD600, 48 h; response scale: 0% DMSO, 100% iron-clioquinol control; Potency, µM (doses to about 46.1 µM), for the others: at the top dose growth rescue, usual class: activators; 410,000 compounds, 0.063% hits; also: potency is read from the fitted curve at half-maximal effect; nearly all actives have a fitted effect of over 55% in size
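Growth rescue measured by 600 nm absorbance after 48 h yeast culture at 30 C with compound. Values normalized between DMSO and an equimolar ferric chloride plus clioquinol control.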
FUS yeast rescue: rescues growth of FUS-expressing yeast. 390,000 compounds, 0.24% hits. AID 1347120. S. cerevisiae FUS-expressing, growth rescue, OD600, 24 h. Potency, µM (doses to about 76.6 µM), for inactives: top-dose growth rescue (activation), most hits filed as activators;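 also: potency is read from the fitted curve at half-maximal effect; plate controls were DMSO vehicle for no effect and reference control for full effect; nearly all actives have a fitted effect of over 55% in size; some results filed as inactive show a strong effect at the top dose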
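Galactose (2%) drives FUS expression in yeast precultured in raffinose; seeding density OD 0.005. Test compounds incubated 24hr at 30C and 99% humidity before absorbance at 600 nm was measured.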
EPAC1 antagonist: antagonists of human EPAC1. O95398. EPAC1 GEF assay, Rap1b-BODIPY-GDP exchange fluorescence. Potency, µM (doses to about 115 µM), without a hit: at the highest dose activity change, negative = inhibition, most hits filed as inhibitors. 360,000 compounds, 0.14% hits. AID 720709;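 also: potency is read from the fitted curve at half-maximal effect; plate controls were vehicle for no effect and positive control for full effect; nearly all actives have a fitted effect of over 50% in size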
PLK1 PBD block: PLK1 (human) polo-box domain binding inhibition. Plk1 PBD binding of FITC phosphopeptide, fluorescence polarization. Potency, µM, for the others: max response, negative = inhibition, actives largely listed as inhibitors. 360,000 compounds, 2.8% hits; also: potency is read from the fitted curve at half-maximal effect; series mostly up to about 57 µM; % is scaled to controls: 0 for no effect and ±100 for the full control effect; nearly all actives have a fitted effect of over 65% in size
Target sequence (P53350 whole entry, looked up, the tested form may be a part): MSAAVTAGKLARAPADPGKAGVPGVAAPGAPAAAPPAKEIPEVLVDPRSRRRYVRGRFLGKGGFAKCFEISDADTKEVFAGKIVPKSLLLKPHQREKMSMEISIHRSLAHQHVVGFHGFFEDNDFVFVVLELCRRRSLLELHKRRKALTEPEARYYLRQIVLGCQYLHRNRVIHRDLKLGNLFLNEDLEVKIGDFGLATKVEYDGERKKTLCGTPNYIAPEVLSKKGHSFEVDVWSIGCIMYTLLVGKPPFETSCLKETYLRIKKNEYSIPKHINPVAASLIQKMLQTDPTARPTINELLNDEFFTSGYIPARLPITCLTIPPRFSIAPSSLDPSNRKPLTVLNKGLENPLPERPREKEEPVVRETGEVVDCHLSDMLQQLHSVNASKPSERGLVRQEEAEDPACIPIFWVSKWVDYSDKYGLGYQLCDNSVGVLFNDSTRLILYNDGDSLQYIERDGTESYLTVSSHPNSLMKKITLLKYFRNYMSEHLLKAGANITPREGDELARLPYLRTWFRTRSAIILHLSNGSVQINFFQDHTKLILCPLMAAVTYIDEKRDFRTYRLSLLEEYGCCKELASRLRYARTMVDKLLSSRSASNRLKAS
Numbers without * were called inactive; u = inconclusive; x = no result given; [ ] = remark or other dose. Unless noted, calls follow the shape of the dose curve; as a rule, active = well fitted curve in the direction sought with a large enough effect; inconclusive = small, poorly fitted or top-dose-only effect, or another doubt; inactive = no such curve, though single readings can be large; an effect the other way counts as inactive or inconclusive. Rows were taken by chance; overall some 4.1% were active at least once.

SMILES	WRN inhibitor	EPAC1 agonist	IL2 activator	PI5P4Ka inh	Abeta yeast res	FUS yeast rescue	EPAC1 antagonist	PLK1 PBD block
CC(=O)C[C@H](O)CC(=O)[C@@H]1OC(=O)CCCCC/C=C/Cc2ccccc21	-26.0%	-17.0%	0.6	0.5	-4.6%	7.3%	-6.9%	-6.7%
COc1ccc(C(C)=O)cc1CN1C(=O)C(C)N(c2ccc(C)cc2)C1=O (stereo unspecified)	7.6%	11.0%	-1.1	3.2	17.6%	26.6%	8.4%	-7.9%
O=C(CCc1ccccc1)NNC(=O)c1ccccc1Br	-10.3%	1.7%	0.1	-8.6	-5.7%	x	-0.8%	-6.9%
COc1ccc2oc(C(=O)N3CCN(S(=O)(=O)c4c(C)c(C)cc(C)c4C)CC3)c(C)c2c1	1.9%	11.2%	4.2	7.8	9.3%	4.7%	15.7%	0.1%
CCOC(=O)N/N=C/c1ccccc1F	-0.3%	4.1%	-0.4	7.8	29.4%	x	-8.3%	1.4%
COc1ccc(C(=O)NC(=S)NCc2ccc(-c3nc4ccccc4o3)cc2)cc1OC	0.0%	-0.2%	-1.7	x	-4.4%	8.6%	5.3%	0.6%
CC(=O)c1cccc(NC(=O)CCNS(=O)(=O)c2cccc3nsnc23)c1	4.9%	2.9%	-1.1	x	3.1%	21.0%	9.0%	-6.2%
COc1cccc(N2C(=O)C3NN=C(C(=O)CN4C(=O)c5ccccc5C4=O)C3C2=O)c1 (stereo unspecified)	-4.4%	6.3%	-1.9	1.5	-1.7%	9.8%	-11.0%	0.8%
CCOc1ccc(-n2c(-c3ccco3)n[nH]c2=S)cc1	-5.5%	0.0%	3.0	0.4	26.3%	1.6%	0.0%	-7.2%
O=C(CCCn1c(=O)oc2ccccc21)Nc1ccccc1	3.4%	6.4%	-0.2	0.3	-0.3%	16.9%	-7.7%	-4.6%
COc1ccc(NC(=O)C(C)NS(=O)(=O)c2ccccc2)cc1Cl (stereo unspecified)	-13.7%	0.2%	-0.4	-9.3	0.5%	-17.4%	0.6%	-6.0%
COc1ccccc1C(C)Nc1nc(-c2cccnc2)nc2ccccc12 (stereo unspecified)	-14.3%	11.3%	0.5	1.6	-15.0%	0.3%	3.3%	2.4%
COC(=O)c1ccc(OCCn2cnc3ccccc3c2=O)cc1	-4.4%	-4.7%	-0.2	x	-11.1%	12.9%	-14.1%	1.1%
C#CCNc1c2c(nc3ncnn13)CC(C)CC2 (stereo unspecified)	9.4%	-4.2%	-2.8	1.3	-10.6%	3.7%	-11.3%	-20.0%
CCOCCc1nnc(NC(=O)c2cccs2)s1	-8.2%	-6.0%	-0.2	-2.6	-2.7%	11.2%	-2.5%	-11.2%
Cc1ccc(C(=O)NCC(=O)OCc2cccc(Br)c2)cc1	-2.7%	7.4%	-2.3	-2.6	23.8%	12.0%	-9.8%	1.8%
COc1cc(C(=O)Oc2ccccc2/C=N/NC(=O)c2ccc(Cl)cc2Cl)cc(OC)c1OC	-5.5%	8.7%	0.0	15.4	12.2%	u	0.1%	-7.7%
CCC(C(=O)NC1CC1)n1nc(C)c2c(C)n(-c3ccccc3)nc2c1=O (stereo unspecified)	-1.3%	-6.2%	-2.0	2.9	-9.1%	-10.8%	-14.5%	-2.0%
CCN1CCN(c2nc(Nc3cccc(F)c3)nc(N)c2[N+](=O)[O-])CC1	-0.9%	2.1%	-0.7	-9.8	7.2%	-2.4%	u	u
Cc1ccc(-c2ncccc2OC(=O)C23CC4CC(CC(C4)C2)C3)cc1	-7.7%	17.3%	-1.6	x	-16.9%	33.2%	-0.1%	-7.2%
CCOC(=O)C[C@H]1c2cc(F)ccc2S(=O)(=O)N1Cc1ccc(OC)cc1	-7.9%	-18.8%	1.1	-0.5	-2.1%	-2.7%	-12.4%	-6.8%
CN1CCN(c2ccccc2NC(=O)c2cccc(OCc3ccccc3)c2)CC1	-11.3%	11.7%	-1.8	x	14.6%	4.7%	-1.0%	-10.1%
O=C(NCC(=O)N(c1ccc(F)cc1)C(C(=O)NC1CCCCC1)c1cccnc1)c1ccco1 (stereo unspecified)	2.9%	-6.0%	3.5	-4.8	7.1%	19.1%	1.3%	-23.9%
COc1ccccc1COc1ccc2c(C)c(CC(=O)O)c(=O)oc2c1C	-7.3%	0.3%	-1.2	1.2	15.8%	-12.1%	-23.7%	-6.4%
Cc1cccc(C)c1OCc1cc(C(=O)NCc2ccc(Cl)s2)no1	-7.0%	8.0%	-1.5	20.7	0.6%	5.9%	-9.5%	-6.9%
CCc1nnc(NC(=O)c2sc3nc4c(cc3c2N)CCCCC4)s1	-32.7%	-15.4%	2.2	-25.5	2.4%	71.8%	u	-12.9%
O=C(CN1N=C(c2ccccc2)CCC1=O)NCCCN1CCc2ccccc2C1	3.7%	-15.3%	1.9	-3.1	0.1%	-12.8%	-6.1%	-0.3%
CSc1ncccc1C(=O)OCC(=O)N(C)C	-1.5%	-0.6%	2.2	8.4	-8.3%	-1.6%	-21.3%	-10.8%
COc1cc(NC(=S)N2CCN(S(C)(=O)=O)CC2)cc(OC)c1	1.3%	1.8%	2.5	-7.4	2.4%	1.3%	-14.0%	2.8%
CC(C)COc1ccc(C(=O)OC2CC(C)(C)OCC2CN(C)C)cc1 (stereo unspecified)	u	-1.4%	-2.3	7.5	18.8%	3.5%	-11.1%	-11.5%
COc1cccc(-n2nnc3c(=O)n(Cc4ccccc4Cl)cnc32)c1	-3.0%	-4.3%	0.6	-3.0	0.7%	x	-8.8%	3.3%
C=CCOC(=O)CN1C(=O)c2ccccc2C1=O	9.3%	-2.9%	0.1	x	-5.2%	5.4%	14.2%	-0.2%
CC(Sc1nncs1)C(=O)NC1CCCCC1C (stereo unspecified)	5.0%	9.0%	-1.4	-2.6	11.3%	-8.1%	-25.5%	-3.2%
CC(C)CC(=O)NN(C)c1nc(-c2ccccc2)nnc1C(F)(F)F	4.7%	0.0%	4.4	2.6	-1.3%	24.9%	0.0%	-25.7%
COC(=O)/C(=C\Nc1cccc(Cl)c1C)c1ncc(C(F)(F)F)cc1Cl	-18.1%	6.6%	9.5	16.0	-7.8%[9.22 µM]	-56.6%[inhibitor]	-2.2%	-2.8%
COc1ccc(NC(=O)CCNS(=O)(=O)c2cccc3nsnc23)c(OC)c1	-0.9%	-8.7%	2.7	2.2	u	-8.3%	-12.8%	3.1%
O=C(NC1CCCCC1)C(c1ccc(F)cc1)N(Cc1cccs1)C(=O)CN1C(=O)c2ccccc2S1(=O)=O (stereo unspecified)	3.9%	10.2%	-2.3	12.2	-1.3%	x	4.4%	-14.0%
CC(=O)NNC1=Nc2ccccc2N(C)C(C)C1 (stereo unspecified)	-1.8%	-4.3%	0.3	0.1	1.5%	x	-9.4%	-7.9%
COc1ccc(Cl)cc1CC1(C)C(=O)Nc2c(Cl)cccc21 (stereo unspecified)	3.7%[57.1 µM]	2.4%	0.4	7.6	-7.7%	23.4%	u	-9.8%
CC(C)CC(=O)Nc1ncnc2c1C(=O)CC(C)(C)C2	5.2%	0.6%	-2.2	1.5	-3.7%	-1.5%	22.1%	-4.5%

Given with two lines to a compound: 2 of the compounds above
Below each SMILES – WRN inhibitor | EPAC1 agonist | IL2 activator | PI5P4Ka inh | Abeta yeast res | FUS yeast rescue | EPAC1 antagonist | PLK1 PBD block
- COc1ccc(Cl)cc1CC1(C)C(=O)Nc2c(Cl)cccc21 (stereo unspecified)
    3.7%[57.1 µM] | 2.4% | 0.4 | 7.6 | -7.7% | 23.4% | u | -9.8%
- CC(C)CC(=O)NN(C)c1nc(-c2ccccc2)nnc1C(F)(F)F
    4.7% | 0.0% | 4.4 | 2.6 | -1.3% | 24.9% | 0.0% | -25.7%

(more compounds)
SMILES	WRN inhibitor	EPAC1 agonist	IL2 activator	PI5P4Ka inh	Abeta yeast res	FUS yeast rescue	EPAC1 antagonist	PLK1 PBD block
CCOc1ccc(CC2NCCc3cc(OCC)c(OCC)cc32)cc1OCC (stereo unspecified)	3.4%	-15.7%	-0.8	2.7	-5.5%	36.0%	6.9%	-4.6%
CC1(C(=O)NS(=O)(=O)c2ccccc2)CCN1C(=O)C1CCCCC1 (stereo unspecified)	0.5%	-18.0%	0.1	0.7	13.2%	-15.5%	7.9%	-5.6%
O=C(O)/C=C/c1cccc(NC(=O)c2ccccc2)c1	1.6%	2.2%	2.5	-10.6	-17.5%	17.5%	9.1%	3.3%
CN1c2cccc3cccc(c23)N(C)C1(C)C	-19.4%	-6.9%	0.3	-1.9	15.9%	21.6%	-12.9%	-7.5%
Cc1ccc(CNC(=O)C(=O)NCC2OCCN2C(=O)c2ccc(Cl)cc2)cc1 (stereo unspecified)	2.9%	-5.6%	-2.5	1.3	-44.0%[inhibitor]	-0.3%	14.6%	-3.6%
CCCCn1c(N)c(N(CC(C)C)C(=O)c2ccc(S(=O)(=O)N(CC)c3ccccc3)cc2)c(=O)[nH]c1=O	10.5%	-6.0%	0.3	-1.1	0.0%	11.9%	7.4%	3.1%
CCOC(=O)c1ccc(CNS(=O)(=O)c2c(C)ccc3nsnc23)o1	2.9%	-9.6%	0.5	8.6	19.0%	13.0%	2.4%	-5.5%
COc1ccc(C(=O)CC(=O)c2ccc(OC)cc2)cc1	-2.0%	7.0%	-1.1	23.7	-5.5%	10.1%	-8.0%	5.2%
COc1ccccc1N1CCN(C2CC(=O)N(c3ccc(F)cc3)C2=O)CC1 (stereo unspecified)	0.3%	10.5%	0.4	2.2	12.5%	-16.9%	13.6%	-2.9%
COc1cccc(-c2cc(C(=O)N/N=C/c3ccco3)c3ccccc3n2)c1	-1.1%	13.9%	-0.5	-4.2	9.2%	u	-10.0%	0.4%
COc1cccc(NC(=O)COC(=O)c2cccnc2)c1	1.8%	0.0%	-0.7	x	-5.5%	38.9%	-8.3%	2.3%
O=C(c1ccc2c(c1)OCCO2)C1CCN(S(=O)(=O)c2ccccc2F)CC1	-7.2%	14.6%	2.7	x	-16.6%	32.0%	-7.3%	-24.7%
Cn1c(CNC(=O)c2cccs2)nnc1SCC(=O)Nc1ccc(Cl)cc1	10.1%	-4.1%	-4.0	0.5	-8.9%	8.5%	6.1%	-7.5%
O=C(c1ccsc1)N1CCN(C(=O)c2cccs2)CC1	12.9%	1.4%	0.7	0.3	-12.0%	15.5%	4.3%	-7.5%
CCOC(=O)c1ccc(Nc2cc(C)nc(-c3ccccc3O)n2)cc1	-16.9%	17.7%	1.8	x	8.5%	1.5%	0.4%	3.2%

Screens as filed in PubChem.
